High-throughput results as filed in PubChem.
HepG2 tox – qHTS for Inhibitors of TGF-b: Cytotox Counterscreen; actives 0.76% (n = 410,000); AID 588856, 2011; HepG2 CAGA-GFP viability, ATP luminescence, 18 h; Potency, µM (doses to about 46.1 µM), for inactives: top-dose activity change, negative = cytotoxicity, usual class: cytotoxic; further: potency means the concentration at half of the fitted maximal effect; some results filed as inactive show a strong effect at the top dose
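HepG2 CAGA-GFP cells (1000/well, DMEM with 1% FBS) received compound, then TGF-beta at 500 pg/mL final, and were incubated 18 hours at 37 degrees C. Viability was read by CellTiter-Glo luminescence. Media-only wells were set as complete cell-killing and DMSO as no toxicity.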
Nrf2 inh – Nrf2 qHTS screen for inhibitors | A549 ARE-Fluc reporter, luciferase luminescence, 18-24 h | Potency, µM (top dose mostly 46 µM), without a hit: at the top dose activity change, negative = inhibition, hits mostly inhibitors | actives 2.1% (n = 360,000) | AID 504444, 2011; further: potency means the concentration at half of the fitted maximal effect; on the % scale 0 is the no-effect control and ±100 the full control effect; nearly all actives have a fitted effect of over 60% in size
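Two sequential reads on A549 ARE_Fluc cells exposed to compound for 18-24 h: a CellTiter-Fluor fluorescence read for viability, then a luciferase luminescence read for Nrf2/ARE activity.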
IL1B secr inh – qHTS for Inhibitors of Inflammasome Signaling: IL-1-beta AlphaLISA Primary Screen; THP-1 LPS/ATP IL-1B secretion, AlphaLISA, 16 h; active compounds read low; AID 743279, 2014; actives 4.7% (n = 360,000); activity change, % at 57.5 µM; in the data active means activity change below about -50%; inconclusive means mostly about -30% to -49%; further: on the % scale 0 is the no-effect control and ±100 the full control effect
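Secreted IL-1B measured by AlphaLISA bead assay after 16 h compound exposure of THP-1 cells; compounds (final up to 57.5 uM) added 1 h before LPS (250 ng/mL) and ATP (1.25 mM) stimulation; lower signal means less secretion.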
ATXN2 expr inh – Primary qHTS for Inhibitors of ATXN expression; HEK-293 ATXN2-luciferase reporter, luminescence, 24 h; Potency, µM (titrated, usually from 57 µM), for inactives: top-dose activity change, negative = inhibition, hits mostly inhibitors; actives 0.72% (n = 360,000); further: potency means the concentration at half of the fitted maximal effect; on the % scale 0 is the no-effect control and ±100 the full control effect; nearly all actives have a fitted effect of over 55% in size
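qHTS (up to 57 uM final) was run with 24 h compound exposure of reporter cells at 37 °C. Each well was multiplexed: SteadyGlo luminescence measured ATXN2-luciferase expression after a fluorogenic Gly-Phe-AFC viability readout (25 uM final).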
A549 tox – Nrf2 qHTS screen for inhibitors: counterscreen for cytotoxicity | A549 ARE-Fluc cells, CellTiter-Fluor viability, 18-24 h | actives 0.16% (n = 390,000) | Potency, µM (highest dose often 46 µM), for the others: top-dose activity change, negative = cytotoxicity, usual class: inhibitors; further: potency means the concentration at half of the fitted maximal effect; on the % scale 0 is the no-effect control and ±100 the full control effect
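Cytotoxicity counterscreen: CellTiter-Fluor fluorescence was measured in A549 ARE_Fluc cells after 18-24 h of compound exposure in a concentration series. The subsequent BugLite luminescent read reports ARE-luciferase activity.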
ATXN viability – Viability Counterscreen for Primary qHTS for Inhibitors of ATXN expression; S2 cells (HEK-293 line with an ATXN2-luciferase reporter) viability, CellTiter-Fluor protease fluorescence, 24 h; Potency, µM (top dose mostly 56.7 µM), actives largely listed as cytotoxic; actives 0.49% (n = 400,000); AID 651635, 2014; further: potency means the concentration at half of the fitted maximal effect; nearly all actives have a fitted effect of over 40% in size
Nrf2 activator – qHTS of Nrf2 Activators. AID 624171, 2012. AREc32 ARE-luciferase reporter (MCF7-derived line), luminescence, 24 h. actives 0.31% (n = 410,000). Potency, µM (top dose mostly 46.1 µM), for inactives: at the highest dose activation, usual class: activators; further: potency means the concentration at half of the fitted maximal effect; % of control where 0% means no effect; nearly all actives have a fitted effect of over 65% in size
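AREc32 cells carrying an ARE-driven firefly luciferase reporter were seeded at 1000 cells/well in OPTI-MEM with 5% FBS, then exposed to compound for 24 hr at 37 deg C. Luminescence was read with Steady-Glo after 30 min at RT.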
MCF10A rereplic – A quantitative high throughput screen for small molecules that induce DNA re-replication in MCF 10a normal breast cells. MCF 10A DNA re-replication, Hoechst nuclear intensity, 48 h. Potency, µM (titrated, usually from 46.1 µM), for inactives: top-dose activity, positive = re-replication, usual class: activators. actives 2.9% (n = 350,000). AID 624296, 2012; further: potency means the concentration at half of the fitted maximal effect; % of control where 0% means no effect; nearly all actives have a fitted effect of over 50% in size
TGFb SMAD3 inh – qHTS for Inhibitors of TGF-b; Potency, µM (highest dose often 46.1 µM), without a hit: at the highest dose activity, negative = inhibition, hits mostly inhibitors; actives 1.2% (n = 410,000); HepG2 CAGA-GFP TGF-b/SMAD3 reporter, GFP fluorescence, 18 h; TGF-beta stimulated, 500 pg/mL final; further: potency means the concentration at half of the fitted maximal effect; on the % scale 0 is the no-effect control and ±100 the full control effect; nearly all actives have a fitted effect of over 65% in size
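HEPG2 CAGA-GFP reporter cells (1000/well, DMEM with 1% FBS) received compounds, then recombinant TGF-beta at 500 pg/mL final for 18 hours at 37 degrees C. Per-cell GFP summed per well was normalised to unstimulated and stimulated DMSO controls before curve fitting.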
* = called active by the depositor; i = inactive; ? = inconclusive; . = no result given; & = joins results of further samples; [ ] = remark or other dose. Unless noted, the call rests on the fitted dose curve; in most records, active means well fitted curve in the direction sought with a large enough effect; inconclusive means small, poorly fitted or top-dose-only effect, or another doubt; inactive means no such curve, though single readings can be large; an effect the other way counts as inactive or inconclusive.

SMILES	HepG2 tox	Nrf2 inh	IL1B secr inh	ATXN2 expr inh	A549 tox	ATXN viability	Nrf2 activator	MCF10A rereplic	TGFb SMAD3 inh
N#CCn1c(CN2CCCC2)nc2ccccc2c1=O	8%	22%	12	0%	-3%	i	0.2%	6%	-5%
CCCNC(=O)C1(C)CCCN(Cc2noc(-c3c(C)noc3C)n2)C1 (stereo unspecified)	-2%	.	22	9%	.	i	0.0%[9.22 µM]	.	-10%
Cc1ccc(F)c(S(=O)(=O)NC(=O)C2(C)CCN2C(=O)Cc2ccc(Cl)cc2Cl)c1 (stereo unspecified)	7%	.	9	4%	.	i	0.3%	.	4%
CC(C)(C)OC(=O)NCCCC[C@H](NC(=O)c1nc[nH]c1C(=O)N1CCN(c2ccccc2)CC1)C(=O)OC(C)(C)C	-12%	-10%	-55*	-21%	0%	?	5.3%	11%	?
C=CCNC(=O)CCCOc1cccc(C)c1	-16%	3%	-10	1%	-6%[1.84 µM]	i	0.7%	13%	5%
COc1ccc(C(=O)NCc2nnc(SCC(=O)N3CCc4ccccc43)n2CCc2ccccc2)cc1	-12%	-13%	6	-3%	0%	i	0.1%	2%	1%
CCn1c(CSCc2ccc(F)cc2)nnc1SCC(=O)NCc1ccccc1	8%	14%	-16	1%	2%	i	-0.5%	1%	-1%
O=C(NC(=S)Nc1ccc(N2CCOCC2)c(Cl)c1)c1cccs1	-14%	?	-25	1%	-3%	i	2.8%	19%	3%
Cc1ccccc1-c1nc2ccc(Cl)cc2c(=O)n1O	-15%	-14%	9	.	3%	i	3.1%	-1%	-16%
C=CCOc1ccccc1CNCc1ccc(F)cc1	-41%	-16%	?	.	-15%	i	0.2%	-2%	-32%
COc1ccc(N)cc1-n1cnnn1	-7%	3%	-2	-13%	1%	i	-0.2%	-34%[inhibitor][9.22 µM]	-3%
O=C(NN1CCOCC1)c1ccco1	11%	5%	4	.	-1%	i	-0.3%	3%	10%
O=C(Nc1ccc(F)c(Cl)c1)c1cc(C2CCCN(C(=O)C3CC3)C2)on1 (stereo unspecified)	-39%	.	-16	26%	.	i	0.9%	.	-5%
Cc1ccccc1S(=O)(=O)Cc1ccc(C(=O)NC(C)c2ccc3c(c2)OCCO3)o1 (stereo unspecified)	10%	-2%	0	-21%	0%	i	0.0%	2%	11%
CCCCCC(=O)Nc1ccc(S(=O)(=O)Nc2cc(OC)nc(OC)n2)cc1	7%	1%	10	12%	5%	i	-0.5%	-14%	5%

In the list so far, these contain two or more sulfur atoms:
SMILES	HepG2 tox	Nrf2 inh	IL1B secr inh	ATXN2 expr inh	A549 tox	ATXN viability	Nrf2 activator	MCF10A rereplic	TGFb SMAD3 inh
CCn1c(CSCc2ccc(F)cc2)nnc1SCC(=O)NCc1ccccc1	8%	14%	-16	1%	2%	i	-0.5%	1%	-1%
O=C(NC(=S)Nc1ccc(N2CCOCC2)c(Cl)c1)c1cccs1	-14%	?	-25	1%	-3%	i	2.8%	19%	3%

New compounds follow
SMILES	HepG2 tox	Nrf2 inh	IL1B secr inh	ATXN2 expr inh	A549 tox	ATXN viability	Nrf2 activator	MCF10A rereplic	TGFb SMAD3 inh
COc1ccc(/C=C2\SC(=O)N(CCCC(=O)Nc3cc(Cl)ccc3C(=O)O)C2=O)cc1	-29%	0.73µM*	13	-14%	-10%	i	-2.3%	4%	-11%
Cc1cc(C)n(C(=O)CN2C(=O)c3ccccc3C2=O)n1	4%	7%	11	20%	3%	i	0.5%	27%	6%
Cn1c(=S)[nH]c2cccnc21	-4%	-6%	-18	-10%	-10%	i	0.4%	-4%	-1%
O=c1[nH]c2ccc(Cl)cc2c(O)c1-c1ccccc1	0%	-1%	18	2%	-6%	i	-0.2%	0%	-6%
CCCCCCNC(=O)c1c(O)c2ccccc2[nH]c1=O	6%	-12%	-26	3%	-4%	i	-0.1%	-1%	0%
CNC(=O)CSc1nnc(-c2cccnc2)n1-c1ccc(C)cc1	-9%	0%	-7	3%	5%	i	4.2%	29%	3%
Cc1cc(NC(=O)C(C)Sc2nc(-c3ccccc3)cc(=O)[nH]2)no1 (stereo unspecified)	-15%	2%	16	-2%	5%	i	0.0%	-6%	-1%
O=c1cc(CSc2nc3cc(Cl)ccc3o2)nc2sccn12	-2%	-18%	23	-12%	0%	i	3.9%	1%	-7%
CCOC(=O)c1sc(C)c(C(=O)NC2CCCCC2)c1N	-4%	.	4	-6%	1%	i	3.1%	-2%	?
O=C(NCCn1ccc2ccccc21)C1CCCCC1	-30%	5%	-3	15%	6%	i	1.0%	-1%	-12%
CC(C)S(=O)(=O)c1csc(NC(=O)Nc2ccc(Cl)cc2)c1	-32%	-8%	?	-19%	-3%	?	2.4%	-2%	?
CCc1ccc(-c2nc3cc(NC(=O)c4ccc(F)cc4)ccc3o2)cc1	1%	-5%	.	10%	-5%	i	-0.3%	.	5%
CCOC(=O)Cc1csc(NC(=S)NC(=O)c2ccccc2C)n1	-26%	?	25	-15%	3%	i	-1.2%	15%	-14%
COC(=O)C1(C)NC(c2ccc(Cl)cc2)C2C(=O)N(c3ccccc3)C(=O)C21 (stereo unspecified)	-36%	?	3	.	2%	i	0.0%	-2%	?
O=C(Cn1ncc(Cl)c(Cl)c1=O)c1ccc(Cl)cc1	18µM*	6%	-68*	?	4%	?	?	9.2µM*	?
CC12CS(=O)(=O)CC1SC(=S)N2c1ccccn1 (stereo unspecified)	-2%	.	28	16%	4%	i	0.2%	1%	?
COc1ccc(-c2nc3ccccc3c(=O)n2-c2c(C)n(C)n(-c3ccccc3)c2=O)cc1	2%	0%	10	10%	2%	i	-0.4%	31%	16%
O=C(Nc1ccccc1)c1cc([N+](=O)[O-])ccc1Cl	-23%	8%	8	1%	1%	i	?	2%	3%
C=CCC(c1ccccc1)N(C(C)=O)c1ccco1 (stereo unspecified)	-5%	?	9	1%	-4%	i	-0.7%	2%	6%
O=C(CSc1nccn(-c2ccc(F)c(Cl)c2)c1=O)NC1CCCC1	-1%	-12%	-3	4%	-7%	i	0.2%	9%	-17%
O=C(NCc1cccnc1)C1CCN(Cc2cc3ccccc3n2Cc2cccc(Cl)c2)CC1	-104%	.	.	?	-12%	?	-0.6%	.	?
Cc1ccc(NC(=O)C(Cc2ccccc2)n2cccc2)cc1 (stereo unspecified)	-9%&-28%	-22%&9%	?	-3%	-11%&-1%	i	-0.6%&3.7%	2%	-22%&-42%
Cc1ccccc1-n1c(SCc2c(C)noc2C)nnc1-c1ccncc1	-6%	4%	5	-6%	13%	i	0.0%	?	6%
CCC(=O)c1ccc(OCC(=O)N2CCN(c3ccccn3)CC2)cc1	-14%	-12%	1	0%	-1%	i	-0.3%	2%	0%
Cc1cc(/C=N/n2cnnc2)c(C)n1-c1cc(Cl)ccc1Cl	-25%	?	-12	-30%	2%	?	2.5%	0%	?
COc1ccc(N(CC(=O)NN=C2CCN(C)CC2)S(=O)(=O)c2ccccc2)c(OC)c1	16%	-14%	23	2%	-12%	i	-0.4%	-9%	9%
Cc1ccc(-n2ncc(C(=O)N3CCN(Cc4ccccc4)CC3)c2C2CCN(C(=O)OC(C)(C)C)CC2)cc1	-10%	?	.	.	-8%	.	-0.5%	.	-9%
CSc1ccc(CN(C)C(=O)c2cccc(S(=O)(=O)NCc3ccccc3)c2)cc1	-29%	?	0	?	-4%	?	-0.4%	-45%[inhibitor]	?
O=C1C=C(c2cccc3c2oc2ccccc23)C[C@@H](c2ccc(F)cc2)C1	-1%	-16%	-7	-13%	4%	i	0.5%	0%	-1%
COc1ccc(CN2C(=O)/C(=C/c3ccncc3)SC2=S)cc1	-20%	8%	-82*	0%	3%	?	?	23µM*	?
Cc1cc(C)n(CC(=O)N2N=C(C(F)F)CC2(O)C(F)F)n1 (stereo unspecified)	3%	-16%	11	-1%	-3%	i	-0.5%	-2%	-5%
CNC(=O)c1ncoc1-c1ccc(Cl)cc1	2%	24%	-16	2%	8%	i	-0.5%	3%	-2%
O=C(O)CC1C(=O)NCCN1Cc1ccc(F)c(F)c1 (stereo unspecified)	-4%	-11%	8	0%	1%	i	-0.2%	9%	-6%
O=C(Nc1ccc(S(=O)(=O)Nc2ccccc2)cc1)C1CC1	2%	-25%	-12	-9%	-1%	i	0.5%	8%	3%
N=C1C(=O)OCC1c1ccccc1NC(=O)Nc1ccccc1 (stereo unspecified)	-2%	3%	5	.	17%	i	-0.6%	2%	-3%
CN1CCc2c(sc3c2C(=O)NC(c2ccc4c(c2)OCO4)N3)C1 (stereo unspecified)	-7%	?	-5	8%	-3%	i	5.7%	3%	0%
COCCCNC(=O)c1nn(-c2ccc(C)cc2)c(=O)n(C)c1=O	-1%	.	.	1%	4%	i	0.4%	.	-11%
CCN(Cc1ccccc1)S(=O)(=O)c1ccc(C(=O)Nc2nnc(C)o2)cc1	-24%	13µM*	70	4%	-10%	i	-0.9%	1%	-20%
O=C(NC(=S)Nc1ccc(Cl)c(C(=O)O)c1)c1cncc(Br)c1	-10%	-3%	2	4%	2%	i	0.9%	-4%	-11%
COc1ccc(CNC(=O)CCNS(=O)(=O)c2ccc(Cl)cc2)cc1	-25%	-4%	1	-14%	3%	i	-0.6%	-2%	-16%
CN(Cc1ccccc1)C(=O)COC(=O)c1ccc(-n2cnnn2)cc1	4%	15%	-7	4%	0%	i	-0.1%	7%	0%
COc1ccc(CNC(=O)c2ccc3nc(C)c(N(C)Cc4ccc(NC(C)=O)cc4)n3c2)cc1	3%	.	-7	-8%	.	i	4.5%	.	-8%
